GALK inh: blocks human galactokinase activity | P51570 | Purified GALK, Kinase-Glo residual ATP luminescence | Potency, µM (top dose mostly 57.5 µM), for the others: at the top dose activity change, negative = inhibition, most hits filed as inhibitors | 270,000 tested, 0.007% active | AID 1868; also: potency is read from the fitted curve at half-maximal effect; % is scaled to controls: 0 for no effect and ±100 for the full control effect
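The enzyme phosphorylates galactose (100 uM) using ATP (35 uM); inhibition is detected as higher residual ATP, quantified by bioluminescence after 1 h reaction at room temperature, pH 8.0.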
MLL CXXC-DNA inh: blocks binding of human MLL CXXC domain to DNA. MLL-CXXC / FITC-HOXA9 DNA fluorescence polarization. Potency, µM (doses to about 115 µM), inactives show at the top dose activity change, negative = inhibition, usual class: inhibitors. 290,000 tested, 0.037% active; active = well fitted inhibition curve with a large enough effect in the polarisation, with a control signal flat, not every such curve was filed as active; inconclusive = small, poorly fitted or top-dose-only effect, or effect the other way, or a change in a side signal; inactive = no such curve, though single readings can be large or run the other way; the % refers to the polarisation; also: potency is read from the fitted curve at half-maximal effect
Target sequence (Q03164 whole entry, looked up, the tested form may be a part): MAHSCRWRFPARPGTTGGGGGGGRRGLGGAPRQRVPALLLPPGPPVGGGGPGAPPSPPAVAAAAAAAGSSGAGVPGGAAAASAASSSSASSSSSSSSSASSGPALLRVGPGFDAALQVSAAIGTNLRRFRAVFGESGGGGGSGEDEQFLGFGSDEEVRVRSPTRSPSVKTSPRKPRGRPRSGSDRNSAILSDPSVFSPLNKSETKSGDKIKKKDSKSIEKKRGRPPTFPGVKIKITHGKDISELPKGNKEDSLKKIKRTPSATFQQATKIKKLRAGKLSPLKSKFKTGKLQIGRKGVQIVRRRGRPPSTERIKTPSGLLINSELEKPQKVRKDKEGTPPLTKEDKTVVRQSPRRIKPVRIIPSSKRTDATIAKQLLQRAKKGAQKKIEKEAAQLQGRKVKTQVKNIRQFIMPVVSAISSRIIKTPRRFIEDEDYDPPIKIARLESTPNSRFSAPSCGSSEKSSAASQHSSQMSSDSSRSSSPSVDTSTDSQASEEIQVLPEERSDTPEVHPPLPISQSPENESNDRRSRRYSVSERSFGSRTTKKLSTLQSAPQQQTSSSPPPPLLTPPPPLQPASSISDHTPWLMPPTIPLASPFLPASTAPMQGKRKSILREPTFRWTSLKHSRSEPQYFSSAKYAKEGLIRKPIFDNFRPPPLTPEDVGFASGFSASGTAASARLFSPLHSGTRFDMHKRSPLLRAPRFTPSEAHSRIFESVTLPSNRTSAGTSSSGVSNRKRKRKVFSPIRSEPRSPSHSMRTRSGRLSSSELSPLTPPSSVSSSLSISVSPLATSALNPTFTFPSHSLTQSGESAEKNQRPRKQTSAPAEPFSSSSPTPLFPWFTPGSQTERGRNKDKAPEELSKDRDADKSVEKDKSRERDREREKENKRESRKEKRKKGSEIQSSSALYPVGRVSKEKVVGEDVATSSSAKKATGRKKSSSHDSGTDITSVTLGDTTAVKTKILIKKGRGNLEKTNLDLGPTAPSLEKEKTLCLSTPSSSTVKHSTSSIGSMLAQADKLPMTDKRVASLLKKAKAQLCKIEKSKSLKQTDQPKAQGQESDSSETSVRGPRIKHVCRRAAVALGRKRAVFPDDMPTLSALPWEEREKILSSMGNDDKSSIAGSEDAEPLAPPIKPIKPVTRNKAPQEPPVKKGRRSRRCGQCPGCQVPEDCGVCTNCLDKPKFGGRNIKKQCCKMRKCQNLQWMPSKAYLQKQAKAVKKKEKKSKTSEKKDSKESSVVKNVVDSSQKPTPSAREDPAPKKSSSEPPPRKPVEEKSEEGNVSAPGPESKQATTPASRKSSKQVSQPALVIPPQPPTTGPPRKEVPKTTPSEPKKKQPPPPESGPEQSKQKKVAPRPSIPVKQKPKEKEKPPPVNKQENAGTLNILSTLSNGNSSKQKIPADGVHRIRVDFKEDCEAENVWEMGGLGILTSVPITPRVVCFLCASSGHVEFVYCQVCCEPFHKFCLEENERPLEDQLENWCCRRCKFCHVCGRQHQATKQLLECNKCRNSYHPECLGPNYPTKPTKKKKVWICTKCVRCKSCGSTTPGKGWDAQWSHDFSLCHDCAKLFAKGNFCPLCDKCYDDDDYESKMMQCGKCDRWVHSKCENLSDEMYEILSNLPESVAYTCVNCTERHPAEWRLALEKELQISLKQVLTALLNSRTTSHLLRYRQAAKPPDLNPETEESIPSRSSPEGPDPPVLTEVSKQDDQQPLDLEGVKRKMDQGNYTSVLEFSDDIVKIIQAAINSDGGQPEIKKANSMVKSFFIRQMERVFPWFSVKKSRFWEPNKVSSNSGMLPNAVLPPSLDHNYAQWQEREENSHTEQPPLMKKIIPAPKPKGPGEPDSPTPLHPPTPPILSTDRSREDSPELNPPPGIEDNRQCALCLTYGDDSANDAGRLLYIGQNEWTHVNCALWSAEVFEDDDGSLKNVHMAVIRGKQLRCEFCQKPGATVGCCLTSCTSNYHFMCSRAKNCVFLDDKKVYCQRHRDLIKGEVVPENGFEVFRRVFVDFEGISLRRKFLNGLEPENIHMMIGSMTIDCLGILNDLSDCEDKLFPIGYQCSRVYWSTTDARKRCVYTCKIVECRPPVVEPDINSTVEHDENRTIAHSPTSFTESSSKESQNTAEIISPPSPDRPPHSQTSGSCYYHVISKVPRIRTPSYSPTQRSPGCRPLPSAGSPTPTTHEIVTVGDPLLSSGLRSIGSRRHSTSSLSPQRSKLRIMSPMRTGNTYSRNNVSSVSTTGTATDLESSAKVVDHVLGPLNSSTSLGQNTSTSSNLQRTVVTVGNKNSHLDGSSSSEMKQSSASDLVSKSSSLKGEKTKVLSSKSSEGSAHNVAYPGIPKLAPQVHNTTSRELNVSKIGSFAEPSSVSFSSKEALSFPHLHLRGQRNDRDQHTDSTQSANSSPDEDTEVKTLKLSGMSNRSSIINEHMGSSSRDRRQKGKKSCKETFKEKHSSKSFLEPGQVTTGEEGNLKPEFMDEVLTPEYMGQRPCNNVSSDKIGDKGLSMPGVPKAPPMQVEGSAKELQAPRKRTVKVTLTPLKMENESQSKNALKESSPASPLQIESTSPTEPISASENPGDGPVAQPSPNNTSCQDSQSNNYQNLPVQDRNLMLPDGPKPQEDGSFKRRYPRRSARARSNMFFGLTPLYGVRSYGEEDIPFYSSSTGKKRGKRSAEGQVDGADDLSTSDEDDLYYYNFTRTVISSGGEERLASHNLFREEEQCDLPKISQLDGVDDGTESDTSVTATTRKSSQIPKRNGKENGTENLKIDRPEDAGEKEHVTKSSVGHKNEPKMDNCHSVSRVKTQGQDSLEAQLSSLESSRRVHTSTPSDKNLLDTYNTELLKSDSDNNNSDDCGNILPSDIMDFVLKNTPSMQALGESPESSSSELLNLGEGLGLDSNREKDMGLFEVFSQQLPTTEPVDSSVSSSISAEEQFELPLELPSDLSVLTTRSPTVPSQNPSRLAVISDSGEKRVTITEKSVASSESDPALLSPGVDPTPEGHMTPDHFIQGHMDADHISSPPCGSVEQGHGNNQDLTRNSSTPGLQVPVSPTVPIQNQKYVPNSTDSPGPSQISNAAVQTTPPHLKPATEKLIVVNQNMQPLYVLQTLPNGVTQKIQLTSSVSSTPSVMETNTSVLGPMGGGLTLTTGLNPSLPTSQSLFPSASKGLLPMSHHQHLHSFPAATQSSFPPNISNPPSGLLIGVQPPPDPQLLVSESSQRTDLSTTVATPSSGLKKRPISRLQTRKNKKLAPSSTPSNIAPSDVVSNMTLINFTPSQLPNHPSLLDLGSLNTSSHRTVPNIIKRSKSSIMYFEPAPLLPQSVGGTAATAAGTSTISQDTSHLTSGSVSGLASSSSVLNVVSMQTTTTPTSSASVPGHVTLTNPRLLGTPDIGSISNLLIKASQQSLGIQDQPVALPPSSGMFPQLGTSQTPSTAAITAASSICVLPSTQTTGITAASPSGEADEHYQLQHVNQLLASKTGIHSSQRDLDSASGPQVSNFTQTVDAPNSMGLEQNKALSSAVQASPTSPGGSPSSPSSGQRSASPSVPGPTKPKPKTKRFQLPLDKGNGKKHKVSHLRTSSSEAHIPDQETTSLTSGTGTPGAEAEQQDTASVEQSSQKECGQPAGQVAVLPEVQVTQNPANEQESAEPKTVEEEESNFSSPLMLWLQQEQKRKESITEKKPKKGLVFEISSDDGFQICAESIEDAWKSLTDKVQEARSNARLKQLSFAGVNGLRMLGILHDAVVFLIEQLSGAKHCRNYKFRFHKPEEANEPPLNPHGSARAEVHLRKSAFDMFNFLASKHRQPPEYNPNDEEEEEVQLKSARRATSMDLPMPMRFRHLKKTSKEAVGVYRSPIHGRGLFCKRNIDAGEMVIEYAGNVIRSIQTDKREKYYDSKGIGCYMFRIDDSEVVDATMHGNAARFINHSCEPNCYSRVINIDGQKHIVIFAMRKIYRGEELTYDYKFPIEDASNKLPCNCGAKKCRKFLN
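Purified MLL-CXXC (added from a 7 uM solution) was preincubated 5 min at ambient with pinned compounds in 50 mM Tris-HCl pH 7.5, 50 mM NaCl, 1 mM DTT, 0.05% BSA. Fluorescein-labeled HOX-A9 DNA (50 nM solution) followed, 30 min, then polarization read.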
TRPV1 agonist: human TRPV1 agonism | Q8NER1 | TRPV1-expressing cells, Fluo-8 calcium influx, agonist mode | activation, % at 8.33 µM | 320,000 tested, 0.19% active | AID 540275; in the data active = activation above about 80%; inconclusive = between about 30% and that limit; also: 0% is about no effect
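Fluo-8 calcium influx in TRPV1-expressing cells, kinetic read (ex 480/em 520 nm). Compound added and read 3 min for agonist activity, followed by capsaicin at EC20 final and 2 min further read for enhancement.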
FBPA coupling cs: counter-screen for Giardia aldolase inhibitors: coupling enzyme system; coupling enzyme system counterscreen, AmpLite Red fluorescence; activity change, negative = inhibition, % at 58.2 µM, hits read low; 290,000 tested, 0.67% active; in the data active = activity change below about -30%; also: % is scaled to controls: 0 for no effect and ±100 for the full control effect
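Coupling enzymes only (glyceraldehyde-3-phosphate) + compound, at 57.5 uM final, 10 min RT; add substrate/coupling/AmpLite Red mix, 20 min RT; fluorescence ex 525/em 598 nm. Actives flag coupling-system interference.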
MBNL1-CUG inh: MBNL1-poly(CUG) RNA binding inhibition | Potency, µM (highest dose often 57.5 µM), without a hit: at the highest dose activity change, negative = inhibition, actives largely listed as inhibitors | Q9NR56 | TR-FRET MBNL1-His/biotin-(CUG)12 binding, 665/545 ratio | 280,000 tested, 0.036% active; active = well fitted inhibition curve with a large enough effect in the signal ratio, with a control signal flat, not every such curve was filed as active; inconclusive = small, poorly fitted or top-dose-only effect, or effect the other way, or a change in a side signal; inactive = no such curve, though single readings can be large or run the other way; the % refers to the signal ratio; also: potency is read from the fitted curve at half-maximal effect; % is scaled to controls: 0 for no effect and ±100 for the full control effect
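TR-FRET readout: Ex 340 nm, 665/545 nm emission ratio, normalized to buffer-only (basal) and MBNL1-(CUG)12 controls. Complex of MBNL1-His with Biotin-(CUG)12, compounds 92 nM–58 uM, incubated 60 min at room temperature.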
Integrin act MD: activates integrin-mediated alleviation for muscular dystrophy. alpha7betagal myoblasts, beta-gal FDG fluorescence, 48 h. Potency, µM (highest dose often 38.3 µM), without a hit: at the highest dose activation, actives largely listed as activators. 350,000 tested, 0.064% active. AID 624291;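 also: potency is read from the fitted curve at half-maximal effect; 100% = response of the positive control SU9516; nearly all actives have a fitted effect of over 60% in size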
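alpha7betagal+/- myoblasts (passage 13, 250/well) treated 48 h at 37C with compounds at 1:260 dilution of DMSO stock. Lysed, then beta-galactosidase activity read as FDG fluorescence (ex 480/em 540) after 30 min, with pre-read for autofluorescence.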
ASM inhibitor: blocks human secretory acid sphingomyelinase; 340,000 tested, 0.006% active; AID 504937; Potency, µM (series often up to 57.5 µM), without a hit: at the top dose activity change, negative = inhibition, most hits filed as inhibitors; placental ASM, HMU-PC fluorogenic substrate, 60 min; also: potency is read from the fitted curve at half-maximal effect
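Fluorogenic HMU-PC substrate (9 uM final) is turned over by placental ASM in 60 min at 37 C after a 10 min compound preincubation. Reaction ended by alkaline stop (pH 10), with fluorescence read at 386/447 nm.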
KCNH2 3.1 inh: blocks the human KCNH2 3.1 channel isoform; U2OS KCNH2 3.1, thallium flux FluxOr; active compounds read low; activity change, % (tested at about 1.8 µM); 340,000 tested, 0.95% active; AID 720553;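 active = maximum activity change below -70%; inconclusive = maximum activity change from -70% to -50%; inactive = maximum activity change above -50%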;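 also: thallium influx rate constant from kinetic fluorescence after stimulation buffer; % is scaled to controls: 0 for no effect and ±100 for the full control effect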
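Normalized rate constant (relative to positive and negative DMSO controls) derived from a 2 min kinetic fluorescence read after stimulation; U2OS cells expressing the 3.1 isoform via virus at 1.77 x 10^8 /mL.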
hERG WT inh: blocks the wildtype human KCNH2 potassium channel; Q12809; U2OS, BacMam KCNH2, thallium flux FluxOr; active compounds read low; activity change, % at 1.84 µM; 340,000 tested, 0.37% active;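 active = maximum activity change below -70%; inconclusive = maximum activity change between -70% and -50%; inactive = maximum activity change above -50%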; also: % is scaled to controls: 0 for no effect and ±100 for the full control effect
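U2OS cells were transduced with wild-type KCNH2 virus (2.03 x 10^8 / mL) for 4 h at room temperature, then cultured overnight at 37 C. Thallium flux was read with FluxOr dye. Rate constants were normalized to DMSO controls.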
AT treatment: potential ataxia-telangiectasia treatments restoring KAP-1 phosphorylation; […] A-T fibroblasts, KAP-1 phosphorylation AlphaLISA; neocarzinostatin DNA damage 30 min before lysis; Potency, µM (doses to about 57.5 µM), for inactives: at the top dose activation, usual class: activators; 320,000 tested, 0.19% active; also: potency is read from the fitted curve at half-maximal effect; % of control where 0% means no effect; nearly all actives have a fitted effect of over 45% in size
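hTERT-immortalized A-T patient fibroblasts ([…]), 500 cells/well in OPTI-MEM, 1% FBS, got compounds for 60 min, then NCS for 30 min at 37C. Lysates were then assayed for phospho-KAP-1 by AlphaLISA (anti-pKAP1 donor, anti-KAP1 acceptor beads), 6 hr at 25C.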
* = called active by the depositor; ? = inconclusive; / = no result given; [ ] = remark or other dose. Unless noted, calls follow the shape of the dose curve; as a rule, active = well fitted curve in the direction sought with a large enough effect; inconclusive = small, poorly fitted or top-dose-only effect, or another doubt; inactive = no such curve, though single readings can be large; an effect the other way counts as inactive or inconclusive.

SMILES	GALK inh	MLL CXXC-DNA inh	TRPV1 agonist	FBPA coupling cs	MBNL1-CUG inh	Integrin act MD	ASM inhibitor	KCNH2 3.1 inh	hERG WT inh	AT treatment
O=S(=O)(c1c(Cl)cc(Br)cc1Cl)N1CCN(C(=S)NC2CC2)CC1	/	/	/	/	/	12%	-3%	3	-4	5%
COc1ccc(CC(=O)Nc2c(C(=O)N3CCN(c4ccccc4OC)CC3)oc3ccccc23)cc1OC	-7%	-11%	2	/	-1%	43%	-1%	-31	-1	4%
CCc1noc(C)c1C(=O)N1CCCC(CCC(=O)NCc2ccc(F)c(F)c2)C1 (stereo not given)	-1%	0%	2	1	-8%	0%	-1%	-6	-2	2%
Cc1cccc(N2CC(C(=O)NCCC3=CCCCC3)CC2=O)c1C (stereo not given)	/	/	-1	/	/	-2%	3%	1	-14	23%
COc1ccccc1CNC(=O)COC(=O)c1nccnc1N	6%	-3%	-2	/	5%	1%	244%[activator]	4	-30	6%
Cc1[nH]c2ccccc2c1C(=O)Cn1c(=O)oc2ccccc21	-2%	4%	5	-7	0%	-10%[7.66 µM]	-7%	-27	-4	4%
CCOc1ccc(N(CC(=O)Nc2ccc(C)cc2C)S(C)(=O)=O)cc1	4%	-7%	4	0	-10%	7%	-4%	1	0	-5%
Cc1ccc(S(=O)(=O)N(C)C)cc1NC(=O)c1cc(C(C)(C)C)nn1Cc1ccccc1	/	-5%	9	-3	-4%	-6%	-11%	-20	0	9%
CN(C(=O)CCc1nnc(CCCCc2ccccc2)o1)C1CC(C)(C)NC(C)(C)C1	-3%	-12%	4	0	-11%	20%	2%	-4	-1	2%
CC(NC(=O)CN1CCOCC1)c1ccc(F)cc1 (stereo not given)	-3%	10%	3	-1	-4%	?	-2%	11	0	4%
COc1cc(CN2CC(=O)N(c3ccc(C)c(C)c3)C2=S)cc(OC)c1OC	-2%	9%	7	1	-1%	-1%	-1%	-9	-4	-1%
Cc1cccc(NC(=O)CSc2nnc([C@@H]3CCCN3C(=O)OC(C)(C)C)o2)c1C	0%	-11%	4	0	-8%	-5%	4%	-14	-6	0%
CCOc1ccc(NC(=O)COc2ccc(-n3cnnn3)cc2)cc1	/	/	24	/	/	-2%	-3%	4	1	1%
O=C(CCN1C(=O)/C(=C/C=C/c2ccccc2)SC1=S)Nc1cccnc1	-1%	-13%	7	-1	23%	-35%	-12%	-9	2	-1%
O=C1CSc2ccc(C(=O)NCc3ccccn3)cc2N1	/	/	/	/	/	9%	-1%	0	13	-3%
COC(=O)c1ccccc1S(=O)(=O)N1CCC(NC(=O)C(Cc2cccc(OC)c2OC)NC(C)=O)CC1 (stereo not given)	-3%	-1%	1	3	-3%	32%	4%	-7	1	-5%
Cc1ccc(C(C)NC(=O)c2ccncc2)c(C)c1 (stereo not given)	-1%	1%	2	-1	2%	-14%	4%	9	25	12%
COC(=O)CSc1nc(N)c2c3c(sc2n1)C(c1ccccc1)SC(c1ccccc1)C3 (stereo not given)	-4%	15%	0	-4	/	-54%[inhibitor]	-1%	-9	-12	-4%
Cc1noc(C)c1C(=O)Nc1nc2ccccc2s1	/	/	3	/	/	20%	-5%	1	-4	3%
CCCCn1c(N)c(N(CCOC)C(=O)c2ccc(Cl)c(S(=O)(=O)N3CCCCC3)c2)c(=O)[nH]c1=O	/	/	7	/	/	-9%	9%	4	-1	3%
CCN(CC)CCNC(=S)Nc1ccc(Cl)cc1	1%	11%	-1	0	-3%	5%	4%	7	8	1%
Cc1cc(=O)oc(C)c1C(=O)N1CCCCC1	-1%	-2%	0	3	-6%	-15%	3%	15	3	2%
CC(=O)c1ccc(OCc2cc(=O)n3ccsc3n2)cc1	2%	0%	0	3	-4%	-3%	0%	10	-5	/
CCOC(=O)C(C(=O)OCC)C(CC(=O)C1CC1)c1ccccc1 (stereo not given)	-1%	-5%	11	5	-7%	3%	3%	-3	-5	6%
Cc1ccc(S(=O)(=O)N2CCN(CC(O)CN3CCOCC3)CC2)cc1 (stereo not given)	/	/	2	/	/	66%	7%	3	-16	3%
CC(=O)Nc1nc2ccc(NC(=O)c3ccco3)cc2s1	-2%	22%	-1	1	-1%	28%	-1%	-14	-1	-3%
O=C(OCc1ccccc1)c1cn(-c2ccccc2)nc1-c1ccncc1	-2%	9%	?	0	13%	8%	1%	-13	0	11%
Cc1ccc2[nH]c3c(=O)n(CC(=O)N4CC(C)CC(C)C4)ncc3c2c1 (stereo not given)	1%	1%	-8	-2	-1%	3%	0%	-16	-9	3%
Cc1cccc(C(=O)OCN2C(=O)c3ccccc3C2=O)c1[N+](=O)[O-]	-5%	46%	1	/	13%	25%	-7%	-20	-2	18%
CC(C)C(=O)N1c2ccccc2NC2=C(C(=O)CCC2)C1c1ccc(N(C)C)cc1 (stereo not given)	0%	-11%	2	-8	6%	-4%	2%	10	13	8%
CCC(Oc1ccc(Br)cc1Cl)C(=O)Nc1nnc(C2CC2)s1 (stereo not given)	-8%	-4%	3	/	0%	13%	-10%	-2	-1	-8%
CCCn1c(NC(=O)c2ccc([N+](=O)[O-])o2)nc2ccccc21	/	/	0	/	/	-38%	55%[activator]	8	-11	7%
Cc1ccc(OCC(=O)Nc2cc(S(=O)(=O)N3CCCCC3)ccc2C)c([N+](=O)[O-])n1	1%	11%	1	1	39%[activator]	-12%	5%	1	-1	-1%
CCCCn1c(=O)[nH]c(=O)c2c1nc(-c1ccc(CC)c([N+](=O)[O-])c1)n2C	15%	8%	-3	0	2%	/	/	/	/	2%
CC(C)c1ccc(S(=O)(=O)/N=C2/C=CC(=O)c3ccccc32)cc1	1%	2%	-1	-53*	-1%	/	/	/	/	3%
Cc1ccccc1CS(=O)(=O)c1ncc(Cl)c(C(=O)Nc2ccc(F)cc2)n1	3%	12%	1	/	5%	-10%	0%	9	-35	1%
CCCOc1ccc(C(=O)N2CCN(Cc3ccc4c(c3)OCO4)CC2)cc1	4%	2%	9	1	-5%	-17%	-1%	-40	3	6%
CSc1ccc(NC(=O)Nc2ccc(C(=O)NCC(=O)O)cc2)cc1	-2%	-4%	5	1	?	-6%	4%	-1	-1	-7%
COCCNC(=S)N1CCc2cc(OC)c(OC)cc2C1COc1ccc(F)cc1 (stereo not given)	11%	-4%	8	0	/	-15%	-9%	-14	-2	0%
NC(=O)C1CC(=O)N(c2ccc(OCC(=O)Nc3ccccc3F)cc2)C1 (stereo not given)	/	/	-1	/	/	7%	1%	-5	-2	20%
CCOc1cc(C2C(C(=O)c3ccco3)=C(O)C(=O)N2CCc2ccccc2)ccc1O (stereo not given)	-1%	-4%	0	9	15%	-5%	-9%	-2	-11	3%
N#Cc1c(SCC(N)=O)nc2c(c1-c1ccc(O)cc1)CCCC2	-1%	0%	2	7	?	-15%	0%	1	33	-3%
c1ccc(Nc2nc(-c3ccccn3)cs2)cc1	-1%	-5%	?	-1	20%	-2%	-1%	-4	-8	/
Cc1ccc(C(=O)OCC(=O)Nc2ccc3c(c2)OCO3)cc1S(=O)(=O)N1CCOCC1	2%	-8%	0	-1	-10%	-2%	-2%	-16	3	-11%
CC(C)(C)c1ccc(C(=O)NC2CCS(=O)(=O)C2)cc1 (stereo not given)	0%	5%	19	-4	-4%	5%	-13%	-11	-2	-2%
CC1CC(C)CN(S(=O)(=O)c2ccc(Oc3ccc([N+](=O)[O-])cc3)cc2)C1 (stereo not given)	1%	16%	-2	2	/	-30%	-1%	-20	1	-10%
CC(=O)Nc1ccc(NC(=O)CCOc2ccccc2C)cc1	3%	-1%	1	4	-8%	-6%	-1%	-9	-7	0%
O=C(CNC(=O)c1ccc(F)cc1)c1ccc(Cl)cc1	9%	12%	3	0	1%	24%	-2%	39	0	1%
CC(C)C(=O)Nc1ccc(C(=O)N/N=C/C2CC3C=CC2C3)cc1 (stereo not given)	3%	1%	11	0	-7%	3%	1%	-5	6	-5%
CCc1ccc2oc(=O)cc(CN3CCN(Cc4ccccc4)CC3)c2c1	/	17%	15	2	-2%	4%	3%	-43	22	9%
CCc1ccc2[nH]cc(C(=O)N3CCCCCC3)c(=O)c2c1	4%	-7%	-6	3	6%	0%	5%	-8	-3	-10%
COc1ccc(OC)c(C(c2nnnn2Cc2ccccc2)N2CCN(C3CCCCC3)CC2)c1 (stereo not given)	-1%	10%	15	2	-1%	-29%	3%	-14	32	-3%

An unsorted share of the library; overall some 2% were active at least once.
